# Screening data: PubChem, Broad Institute
# LGR2 inh: inhibitors of bursicon-induced LGR2 CRE-luciferase signal, primary screen, cell-based, HEK293, CRE-luciferase reporter, bursicon stimulation | AID 720647, 2013 | Drosophila bursicon receptor LGR2 (rickets) | hit rate 0.35% among 380,000 | bursicon-stimulated, 4 h | inhibition, % at 9.99 µM;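 active means drop in luminescence signal, shown as inhibition above about 50% in the replicate tests, limit read from the data, passing the limit was not always enough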;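 further: agonist challenge used bursicon conditioned medium at about half maximal strength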
# FN deposition inh: inhibitors of fibronectin matrix deposition, primary screen, AH1F cells, Alexa488-fibronectin fluorescence, plate reader. hit rate 0.086% among 350,000. inhibition, % at 12.6 µM. AID 743247, 2014. AH1F fibroblasts, overnight;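 active means mean inhibition across replicates of 30% or more, regardless of how many single replicates reach that level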;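 further: positive control wells lacked labelled fibronectin entirely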
#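 material = AH1F fibroblast monolayer depositing Alexa488-labelled fibronectin into matrix | amount = 10000 AH1F cells/well | buffer or medium = DMEM plus 2% serum, read in PBS | incubation = 1 h cell adhesion before compound, then overnight fibronectin incubation | detection = fluorescence at 485 nm excitation, 525 nm emission | evaluation = percent inhibition as loss of matrix-bound fibronectin fluorescence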
# PAX8 inh HTS: inhibitors of PAX8-driven TPO luciferase reporter, primary screen, RMG-I cells, single concentration; SteadyGlo, 24 h; inhibition, % at 12.6 µM; hit rate 1.2% among 360,000;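 active means mean replicate inhibition at least 60% with every replicate also reaching 60%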;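 further: luciferase light reporting Pax8 driven TPO promoter activity; plate controls were median of neutral control wells for no effect and mitoxantrone controls for full effect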
# ERAP1 inh: human ERAP1 aminopeptidase inhibitors, primary screen, biochemical, single point, plate reader | inhibition, % at 10.7 µM | hit rate 0.15% among 340,000 | AID 652197, 2013 | recombinant ERAP1, Leu-AMC fluorescence, 60 min | Endoplasmic reticulum aminopeptidase 1 (Homo sapiens), Q9NZ08;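 active means mean replicate inhibition of at least 30%, or all replicates individually reaching that 30% level; inactive means mean below 30% and not every replicate reaching it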;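 further: 0% = neutral control wells and 100% = L-leucinethiol positive control wells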
# Target sequence (Q9NZ08 whole entry, looked up): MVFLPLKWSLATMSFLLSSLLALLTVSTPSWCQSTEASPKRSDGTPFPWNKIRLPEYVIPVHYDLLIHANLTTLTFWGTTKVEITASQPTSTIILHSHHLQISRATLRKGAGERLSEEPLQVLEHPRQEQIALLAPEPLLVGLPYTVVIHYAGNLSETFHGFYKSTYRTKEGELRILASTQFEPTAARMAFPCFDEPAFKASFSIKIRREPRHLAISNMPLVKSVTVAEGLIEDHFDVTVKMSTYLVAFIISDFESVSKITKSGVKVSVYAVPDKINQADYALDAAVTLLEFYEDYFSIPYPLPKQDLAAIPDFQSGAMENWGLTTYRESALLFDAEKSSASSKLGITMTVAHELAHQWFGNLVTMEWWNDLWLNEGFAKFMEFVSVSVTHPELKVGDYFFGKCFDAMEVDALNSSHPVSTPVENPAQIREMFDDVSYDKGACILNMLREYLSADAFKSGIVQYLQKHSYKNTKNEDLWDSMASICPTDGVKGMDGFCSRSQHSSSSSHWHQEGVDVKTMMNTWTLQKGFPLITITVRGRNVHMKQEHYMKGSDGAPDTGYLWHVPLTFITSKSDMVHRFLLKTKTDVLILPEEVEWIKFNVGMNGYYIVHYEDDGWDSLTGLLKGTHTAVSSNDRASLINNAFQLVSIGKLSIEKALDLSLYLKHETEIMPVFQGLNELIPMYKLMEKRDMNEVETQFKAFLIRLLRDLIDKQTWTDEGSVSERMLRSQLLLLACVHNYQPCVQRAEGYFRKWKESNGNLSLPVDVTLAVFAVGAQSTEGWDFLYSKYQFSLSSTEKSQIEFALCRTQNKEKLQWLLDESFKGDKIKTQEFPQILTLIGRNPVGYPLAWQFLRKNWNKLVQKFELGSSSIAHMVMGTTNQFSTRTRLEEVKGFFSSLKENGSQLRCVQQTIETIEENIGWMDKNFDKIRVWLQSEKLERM
# EWS-Fli inh: EWS/Fli-driven NR0B1 reporter inhibitors, primary screen, A673 cells, NR0B1 luciferase, luminescence, MLPCN library | viability-normalised | inhibition, % at 12.6 µM | hit rate 0.67% among 350,000 | AID 651661, 2012;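 active means mean inhibition of at least 50% after viability correction, with every replicate also passing that limit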;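 further: firefly luciferase signal divided by Alamar Blue viability fluorescence both relative to DMSO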
# PglD DTNB: C. jejuni PglD acetyltransferase inhibitors, primary screen, biochemical, DTNB colorimetric, single point; purified PglD enzyme, DTNB colorimetric CoA detection; inhibition, % at 12.5 µM; hit rate 0.098% among 360,000; AID 602405, 2012; in the data active means inhibition above about 16%, passing the limit was not always enough; further: strong numbers were not always called active
# S100A4 inh HTS: inhibitors of S100A4-myosin IIA peptide binding, primary screen, biochemical, fluorescence polarization, TAMRA-MyoIIA peptide; Protein S100-A4 (Homo sapiens), P26447; inhibition, % at 10.7 µM; hit rate 0.14% among 360,000; AID 652163, 2013;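 active means mean inhibition of at least 70% across replicates, with every replicate also reaching that level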
# Target sequence (P26447 whole entry, looked up): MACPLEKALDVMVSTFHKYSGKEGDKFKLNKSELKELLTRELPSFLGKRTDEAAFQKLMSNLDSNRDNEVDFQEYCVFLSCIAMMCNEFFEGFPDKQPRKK
#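 incubation = readout 5 min after mixing, signal stable up to 60 min | system = S100A4 monomer protein | buffer or medium = HEPES pH 7.2 with CaCl2, KCl, NaCl, DTT, Triton | benchmarks = neutral control DMSO, positive control TFP | also added = fluorescent myosin IIA peptide, 5 nM | compound dosing = one concentration per compound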
# PGC1a acetyl inh: inhibitors of PGC1a acetylation signal, primary screen, cell-based, U2OS, AlphaScreen, inhibitor mode; inhibition, % at 15.6 µM; hit rate 0.17% among 350,000; AlphaScreen anti-acetyl-lysine; with virally co-expressed GCN5 acetyltransferase; AID 651687, 2012;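 active means every replicate shows inhibition of at least 40%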;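 further: 0% = neutral control wells and 100% = positive control wells; some results beyond the cut were filed as inactive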
# The depositor's hits bear a star; nt = not tested or not shown; & = joins results of further samples. Random draw from the library. About 2.1% of those tested had a hit in this group.
SMILES,LGR2 inh,FN deposition inh,PAX8 inh HTS,ERAP1 inh,EWS-Fli inh,PglD DTNB,S100A4 inh HTS,PGC1a acetyl inh
CCN(C(=O)CSc1nnc(NCc2ccccc2)s1)C1CCS(=O)(=O)C1 (stereo unspecified),-3,1,-8,-1,10,3,-6,-7
Cc1ccccc1-n1c(=O)n(Cc2ccccc2)c(=O)c2[nH]cnc21,5,-2,-24,-2,13,nt,0,nt
COc1cc(NC(=O)[C@H]2CSCN2C(=O)[C@@H]2CCC(=O)N2)cc(OC)c1OC,9,-5,2,1,-1,4,-3,nt
C[C@@H]1CN([C@H](C)CO)C(=O)CCCn2nncc2CO[C@H]1CN(C)C(=O)c1ccc2ccn(C)c2c1,-30&-7,2&-3,-3&1&13,-3&0,-2&0&4,0&7,3&1,5&-1&-5
Cc1cc(C(=O)NCCCc2ccccc2)no1,-27,nt,nt,-2,-21,-2,-1,6
COc1ccc(NC(=O)N(C)C[C@H]2OCCCC[C@H](C)Oc3ccc(NS(=O)(=O)c4cccs4)cc3C(=O)N([C@@H](C)CO)C[C@H]2C)cc1,-8,nt,nt,-3,-2,4,1,-25
OC1(c2cccc(C(F)(F)F)c2)CCN(Cc2nnnn2Cc2ccccc2)CC1,-9,13,2,-3,10,nt,-4,-2
S=C(NCc1ccccc1)NNc1ccccc1,nt,-12,9,1,3,nt,-2,nt
O=C(NCC1COc2ccccc2O1)c1ccc(Br)s1 (stereo unspecified),-17,-2,-59,-5,-59,5,-6,nt
CC1CCN(C(=O)CSC2=NS(=O)(=O)c3cc(F)ccc3N2)CC1,-3,-2,-8,2,-4,-4,-3,-42
CC(C)CC#Cc1ccc([C@@H]2[C@@H](CO)N3C(=O)CN(C(=O)Nc4ccc(F)cc4)C[C@H]23)cc1,-10,nt,nt,4,8,nt,-1,8
C[C@@H]1CN([C@@H](C)CO)C(=O)c2cc(NC(=O)CCN3CCOCC3)ccc2O[C@H]1CN(C)Cc1ccc2c(c1)OCO2,-13,-8,1,-2,-4,1,-12,-7
COCCCN1C(=O)C(=O)/C(=C(/O)c2ccc(S(=O)(=O)N3CCOCC3)cc2)C1c1ccc(F)cc1 (stereo unspecified),11,-6,8,4,9,5,-1,-7
O=C(c1cc(COc2ccc3ncccc3c2)on1)N1CCCCCC1,nt,-1,-19,17,12,nt,-3,16
COc1ccc(-c2nn(-c3ccccc3C)cc2CNCc2cccnc2)cc1F,4,-4,14,4,9,-1,-1,5
COc1ccc(NC(=O)C2C(c3ccc4c(c3)OCO4)=Nc3ccccc3N2C(C)=O)cc1 (stereo unspecified),-50,8,-168,1,-123,nt,1,nt
CNC[C@@H]1Oc2ncc(-c3cccc(C(=O)N(C)C)c3)cc2C(=O)N([C@@H](C)CO)C[C@H]1C,16,11,-23,0,2,0,13,4
CCCNC(=O)[C@@H]1[C@@H](CO)[C@@H]2Cn3c(ccc(-c4ccccc4F)c3=O)[C@@H]2N1C(=O)C1CCC1,-7,nt,-1,1,3,nt,6,nt
Cc1oc(-c2ccc(Cl)cc2)nc1CS(=O)CC(=O)NCCN1CCCCCC1 (stereo unspecified),3,-16,-6,5,2,-2,-4,2
COc1ccc(C(C(=O)NC(C)(C)C)N(Cc2ccccc2)C(=O)CCC(=O)Nc2cc(C)on2)cc1 (stereo unspecified),-21,-13,11,8,9,nt,-24,nt

# Only S100A4 inh HTS and PglD DTNB (seven entries from above):
smiles,S100A4 inh HTS,PglD DTNB
COc1ccc(C(C(=O)NC(C)(C)C)N(Cc2ccccc2)C(=O)CCC(=O)Nc2cc(C)on2)cc1 (stereo unspecified),-24,nt
C[C@@H]1CN([C@@H](C)CO)C(=O)c2cc(NC(=O)CCN3CCOCC3)ccc2O[C@H]1CN(C)Cc1ccc2c(c1)OCO2,-12,1
CCN(C(=O)CSc1nnc(NCc2ccccc2)s1)C1CCS(=O)(=O)C1 (stereo unspecified),-6,3
CCCNC(=O)[C@@H]1[C@@H](CO)[C@@H]2Cn3c(ccc(-c4ccccc4F)c3=O)[C@@H]2N1C(=O)C1CCC1,6,nt
Cc1oc(-c2ccc(Cl)cc2)nc1CS(=O)CC(=O)NCCN1CCCCCC1 (stereo unspecified),-4,-2
COc1ccc(-c2nn(-c3ccccc3C)cc2CNCc2cccnc2)cc1F,-1,-1
O=C(NCC1COc2ccccc2O1)c1ccc(Br)s1 (stereo unspecified),-6,5

# Back to the main list with the two entries that preceded the break.
SMILES,LGR2 inh,FN deposition inh,PAX8 inh HTS,ERAP1 inh,EWS-Fli inh,PglD DTNB,S100A4 inh HTS,PGC1a acetyl inh
Cc1oc(-c2ccc(Cl)cc2)nc1CS(=O)CC(=O)NCCN1CCCCCC1 (stereo unspecified),3,-16,-6,5,2,-2,-4,2
COc1ccc(C(C(=O)NC(C)(C)C)N(Cc2ccccc2)C(=O)CCC(=O)Nc2cc(C)on2)cc1 (stereo unspecified),-21,-13,11,8,9,nt,-24,nt
C[C@@H]1CN([C@@H](C)CO)S(=O)(=O)c2ccc(-c3ccc(F)cc3)cc2O[C@@H]1CN(C)Cc1ccccc1C(=O)O,-28,-9,-41,0,-9,9,-29,-4
O=C(NCCN1CCOCC1)c1cc(-c2ccccc2Cl)nc2ccccc12,-1,-3,nt,2,nt,2,-4,0
COc1cc(/C=N/n2c(-c3cc(C)[nH]n3)n[nH]c2=S)cc(OC)c1OC,9,-9,8,8,3,-1,0,5
Cc1ccc(C(=O)NNC(=O)C2CCN(S(=O)(=O)c3ccc(Cl)cc3)CC2)cc1,27,11,12,4,3,3,0,-4
Cc1ccccc1-c1cnc(C(O)c2c(C)ccc3ccccc23)[nH]1 (stereo unspecified),-10,2,-1,0,-1,7,1,-4
C#Cc1ccc([C@H]2C=C(C(=O)N3CCN(Cc4ccc5c(c4)OCO5)CC3)O[C@@H](OCc3ccc(CO)cc3)C2)cc1,12,nt,0&-3,3&-2,5&14,2&-4,4&5,-13
COc1ccccc1C(=O)NNC(=S)NC(=O)c1cccs1,-3,nt,2,0,nt,4,-1,nt
CC(=O)Nc1ccc(C(=O)OCc2ccc(F)cc2)cc1,16,nt,-17,3,7,nt,0,-20
O=C(COC(=O)c1ccccc1)NC(=O)NC1CCCC1,1,3,-2,-1,0,nt,-1,nt
Cc1ccccc1Cn1c(=O)sc2ccccc2c1=O,nt,14,21,1,-1,nt,3,-24
C/C(=N/NC(=O)c1sc(NS(=O)(=O)c2ccccc2)nc1C)c1ccc(F)cc1,5,1,2,-3,4,2,1,7
COC(=O)CNC(c1ccccc1)c1cc(Cl)ccc1NC(=O)c1cccc(Cl)c1 (stereo unspecified),5,3,3,-2,2,-5,3,8
CC(=O)c1sc(=S)n(-c2ccc(Cl)cc2)c1C,8,-11,10,0,-9,nt,-4,-1
CCOC(=O)Cc1csc(NC(=O)c2cc(-c3ccncc3)nc3ccccc23)n1,2,-7,20,-5,6,4,-1,1
COc1cc(C(O)P(=O)(OCC(C)C)c2ccc(N(C)C)cc2)cc(OC)c1OC (stereo unspecified),10,-4,-7,nt,-6,nt,1,nt
COC(=O)c1cccc(NC(=O)c2cccc([N+](=O)[O-])c2)c1,nt,0,6,1,-20,-3,1,1
Cn1c(SCC(=O)c2cccs2)nnc1-c1ccco1,-6,nt,nt,14,-18,nt,0,nt
COc1ccc(OCC(=O)Nc2ccc(Cl)cc2)cc1,nt,-8,-6,2,9,nt,-3,nt
CCN(CC(=O)Nc1ccc(C)c(S(=O)(=O)N2CCOCC2)c1)Cc1ccccc1,1,-11,-3,1,4,-2,-12,-4
Cc1noc(C)c1NC(=O)N(C)C[C@@H]1Oc2ccc(N(C)C)cc2CC(=O)N([C@H](C)CO)C[C@H]1C,5,1,-5,-1,-5,-9,17,-1

# Single records, from the list above. Order of screens: LGR2 inh	FN deposition inh	PAX8 inh HTS	ERAP1 inh	EWS-Fli inh	PglD DTNB	S100A4 inh HTS	PGC1a acetyl inh
# Cc1ccccc1-c1cnc(C(O)c2c(C)ccc3ccccc23)[nH]1 (stereo unspecified) in the list: -10	2	-1	0	-1	7	1	-4
# COC(=O)c1cccc(NC(=O)c2cccc([N+](=O)[O-])c2)c1 in the list: nt	0	6	1	-20	-3	1	1

# Next records
SMILES,LGR2 inh,FN deposition inh,PAX8 inh HTS,ERAP1 inh,EWS-Fli inh,PglD DTNB,S100A4 inh HTS,PGC1a acetyl inh
CC1=NN(c2ccc(Cl)cc2)C(=O)C1,1,-27,9,-1,11,nt,0,nt
CC(=O)O[C@H]1C[C@@]2(O)[C@@H](OC(=O)c3ccccc3)C3[C@@](C)([C@@H](O)C[C@H]4OC[C@@]34OC(C)=O)[C@@H](O)[C@H](OC(C)=O)C(=C1C)C2(C)C (stereo partly specified),10,nt,nt,19,9,0,-10,8
CCN1CCN(c2ccc(NC(=O)c3cc(OC)c(OC)c(OC)c3)cc2)CC1,7,6,-8,-1,7,4,-19,8
COc1ccccc1N1C(=O)Cc2ccccc2C1=O,16,1,17,2,7,0,-1,nt
COc1nc(-c2ccccc2)nnc1-c1ccccc1,-18,-2,-88,-1,-46,nt,-1,0
Cc1ccc2nc(SCC(=O)Nc3ccc(C)c(Cl)c3)nc(=O)n2c1,-11,4,-24,1,-40,nt,-1,nt
CN(C)S(=O)(=O)c1cccc(NC(=O)c2cccc(S(=O)(=O)N3CCCCC3)c2)c1,-5,-3,14,-1,18,0,-8,-24
CN(C)/C=C(\C#N)C(N)=C(C#N)C#N,-2,-1,0,1,-7,nt,-3,-3
COc1ccc(CNC(=O)c2cc(SC)ccc2Cl)cc1OC,5,-8,19,-3,11,nt,70,nt
Cc1noc(C)c1S(=O)(=O)Nc1ccc2c(c1)C(=O)N([C@H](C)CO)C[C@@H](C)[C@H](CN(C)C(=O)C1CCCCC1)OCCCC[C@@H](C)O2,10,nt,14,-1,3,-3,-10,-11
Cc1ccc(S(=O)(=O)Nc2cccc3c2O[C@@H](CN(C)CC2CCCCC2)[C@H](C)CN([C@H](C)CO)C3=O)cc1,-8,nt,-1,2,-3,-2,-1,-7
O=S(=O)(c1ccc(Cl)cc1)N1CCCC1c1nc(-c2cccc(Cl)c2)no1 (stereo unspecified),nt,2,5,nt,nt,9,nt,7
O=C(C[C@H]1CC[C@@H]2[C@H](COC[C@H](O)CN2Cc2ccc(C(F)(F)F)cc2)O1)N1CCc2ccccc2C1,-6,-8,nt,-1,nt,-1,10,-8
Cc1ccc(C)c(NC(=O)CN(C)C(=O)/C=C/c2ccco2)c1,-14,nt,-11,-2,3,nt,0,2
CC(/C=N/NC(=O)COc1ccccc1C)=N\NC(=O)COc1ccccc1C,9,2,3,-7,nt,-4,-4,12
CS(=O)(=O)N(CC(=O)N1CCCCC1)c1cccc(F)c1,nt,-2,2,4,4,nt,2,-16

# 3 entries picked at random from those above:
SMILES,LGR2 inh,FN deposition inh,PAX8 inh HTS,ERAP1 inh,EWS-Fli inh,PglD DTNB,S100A4 inh HTS,PGC1a acetyl inh
CC1=NN(c2ccc(Cl)cc2)C(=O)C1,1,-27,9,-1,11,nt,0,nt
CC(=O)Nc1ccc(C(=O)OCc2ccc(F)cc2)cc1,16,nt,-17,3,7,nt,0,-20
OC1(c2cccc(C(F)(F)F)c2)CCN(Cc2nnnn2Cc2ccccc2)CC1,-9,13,2,-3,10,nt,-4,-2
